Tau fibril ThT: tau fibrillization inhibition (ThT binding) | P10636 | recombinant tau K18 P301L, heparin-induced fibrillization, ThT fluorescence | Potency, µM (highest dose often 57.4 µM), for the others: at the top dose activity, negative = inhibition, actives largely listed as inhibitors | 270,000 tested, 2.1% active | AID 1460; also: % is scaled to controls: 0 for no effect and ±100 for the full control effect; nearly all actives have a fitted effect of over 55% in size
Target sequence (P10636 561-689 P618L limits assumed): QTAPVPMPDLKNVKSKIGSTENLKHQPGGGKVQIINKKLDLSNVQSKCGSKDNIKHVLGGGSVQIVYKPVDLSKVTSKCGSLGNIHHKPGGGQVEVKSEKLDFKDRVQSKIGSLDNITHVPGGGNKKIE
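Heparin-induced (20 uM) aggregation of recombinant human K18 P301L tau, 15 uM unlabeled with 0.24 uM labeled, pH 7 acetate buffer, 6 hr at 37 C with compound. Fibrils quantified by 30 uM ThT fluorescence after 1 hr ambient incubation.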
GAA glycogen mod: GAA glycogen-cleavage inhibition or activation | recombinant GAA, glycogen substrate, Amplex Red glucose oxidase fluorescence | 300,000 tested, 0.38% active | AID 2100 | Potency, µM (doses to about 76.4 µM), without a hit: top-dose activity change, negative = inhibition, hits mostly inhibitors;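 also: 0% = full enzyme reaction and -100% = no-enzyme basal signal; the screen sought inhibitors and activators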
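Recombinant enzyme (4 nM final) with compounds titrated up to 77 uM and bovine liver glycogen (30 ug) in citrate pH 5.0, 0.01% Tween-20, 37 C 40 min. Released glucose detected by Amplex Red/glucose oxidase (Ex 573/Em 610); AC50 from Hill fits.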
Tau fibril FP: inhibitors of human tau fibril formation; AID 1468; K18 P301L tau heparin fibrillization, Alexa594 FP, 6 h; 280,000 tested, 0.39% active; Potency, µM (highest dose often 57.7 µM), for the others: top-dose activity, negative = inhibition, actives largely listed as inhibitors; P10636; also: % is scaled to controls: 0 for no effect and ±100 for the full control effect; nearly all actives have a fitted effect of over 55% in size
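Quantitative HTS format: compounds meet 15 uM recombinant K18 P301L tau and Alexa 594-tau tracer in 100 mM sodium acetate pH 7; 20 uM heparin triggers fibrillization at 37 C over 6 hr; FP gives the signal.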
aGlu spleen mod: lysosomal alpha-glucosidase (human) modulation. P10253. human spleen homogenate, 4-MU-alpha-glucoside fluorescence. Potency, µM (series often up to 79.9 µM), without a hit: at the highest dose activity change, negative = inhibition, actives largely listed as inhibitors. 240,000 tested, 0.006% active. AID 2112;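 also: 0% = enzyme with vehicle and -100% = no enzyme basal signal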
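Compounds were titrated against alpha-glucosidase in spleen homogenate at pH 5.0, with 1 mM 4-methylumbelliferyl substrate for 40 min at 37 C. Reactions were quenched with pH 10 NaOH/glycine and fluorescence measured.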
GAA inh: blocks human lysosomal alpha-glucosidase | P10253 | purified human GAA, 4-MU-alpha-glucoside fluorescence | Potency, µM (highest dose often 76.9 µM), for inactives: at the highest dose activity change, negative = inhibition, most hits filed as inhibitors | 200,000 tested, 0.005% active;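 also: plate controls were uninhibited enzyme wells for no effect and no-enzyme background for full effect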
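qHTS format, compound range up to 77 uM. Human lysosomal enzyme at 4 nM, 400 uM 4-MU glucoside substrate, pH 5.0, 20 min room temperature; fluorescence after alkaline stop gives activity normalized to controls.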
HTT cytoprotect: Huntington cell model cytoprotection by ATP luminescence; PC12 HTT-Q103 induced, cytoprotection, ATP luminescence, 40 h; Potency, µM (doses to about 56.4 µM), for inactives: cytoprotection (ATP increase), hits mostly activators; 230,000 tested, 0.14% active;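 also: % of control where 0% means no effect; nearly all actives have a fitted effect of over 45% in size; toxic huntingtin expression switched on by the ecdysone agonist tebufenozide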
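Compounds added alongside 100 nM tebufenozide, which induces toxic Q103 huntingtin exon 1-GFP in stable PC12 cells; surviving cells quantified by luminescent ATP measurement. Medium: phenol red-free DMEM, 5% equine and 5% calf serum.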
aGal spleen mod: inhibitors or activators of human alpha-galactosidase in spleen homogenate | AID 2107 | human spleen homogenate, 4MU-alpha-Gal fluorescence, 40 min | 240,000 tested, 0.008% active | Potency, µM (highest dose often 80 µM), without a hit: at the highest dose activity change, negative = inhibition, hits mostly inhibitors | P06280;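 also: 0% = enzyme with vehicle and -100% = no enzyme basal signal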
Target sequence (P06280 32-429 limits assumed): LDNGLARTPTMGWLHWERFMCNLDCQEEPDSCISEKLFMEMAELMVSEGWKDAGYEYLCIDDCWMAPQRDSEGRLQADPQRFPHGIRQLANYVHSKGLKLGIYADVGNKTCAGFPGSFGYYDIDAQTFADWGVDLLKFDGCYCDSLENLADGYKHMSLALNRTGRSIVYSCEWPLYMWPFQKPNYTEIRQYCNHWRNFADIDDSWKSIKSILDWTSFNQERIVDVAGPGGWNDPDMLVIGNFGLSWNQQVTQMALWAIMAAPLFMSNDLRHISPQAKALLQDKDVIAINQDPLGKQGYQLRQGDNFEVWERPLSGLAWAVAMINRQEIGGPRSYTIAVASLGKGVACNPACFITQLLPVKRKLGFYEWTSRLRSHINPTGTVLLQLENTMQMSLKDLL
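Inhibition or activation of alpha-galactosidase in human spleen homogenate is scored by 4-MU fluorescence after 40 min at 37C, pH 5.0, with 1 mM substrate. AC50s come from concentration-response fitted to the Hill equation.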
Tau fluor cs: counter-screen for tau fibril formation inhibitors. tau K18 P301L (four-repeat tau fragment) Alexa594 fluorescence, heparin fibrillization. Potency, µM (highest dose often 57.7 µM), for the others: at the top dose activity change, negative = decrease. 280,000 tested, 0.93% active. AID 1463; also: % is scaled to controls: 0 for no effect and ±100 for the full control effect; nearly all actives have a fitted effect of over 55% in size
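Human K18 P301L tau (15 uM unlabeled plus 0.24 uM Alexa 594-labeled, final) in 100 mM sodium acetate pH 7 was mixed with compound and 20 uM heparin and incubated 6 hr at 37 C.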
Numbers without * were called inactive; ? = inconclusive; . = not tested or not shown; [ ] = remark or other dose. Calls follow the shape of the dose curve; as a rule, active = well fitted curve in the direction sought with a large enough effect; inconclusive = small, poorly fitted or top-dose-only effect, or another doubt; inactive = no such curve, though single readings can be large; an effect the other way counts as inactive or inconclusive. Potency is read from the fitted curve at half-maximal effect.

SMILES	Tau fibril ThT	GAA glycogen mod	Tau fibril FP	aGlu spleen mod	GAA inh	HTT cytoprotect	aGal spleen mod	Tau fluor cs
O=C(Cn1nnc2ccccc21)N1CCCCC1	-11%	0%	0%	-2%	?	27%	7%	-5%
Cc1cc(Cl)ccc1NC(=S)N1CCN(Cc2ccccc2)CC1	-6%	-16%	-7%	-12%	-12%	8%[10 µM]	-10%	-12%
Cc1ccc(C(C(=O)NCCc2ccccc2)N(C(=O)c2csnn2)C2CC2)o1 (stereo unspecified)	?	0%	-4%	3%	0%	-27%[10 µM]	8%	-13%
COc1cc(/C=C2\SC(N3CCc4ccccc4C3)=NC2=O)cc(OC)c1OC	?	0%	2%	3%	-7%	18%[10 µM]	10%	-1%
Cc1noc(C)c1S(=O)(=O)N(CC(=O)O)c1ccc2c(c1)OCO2	-17%	1%	-1%	-4%	-1%	-4%	-4%	-14%
Cn1c(=O)c2c(nc(SCC(=O)NC34CC5CC(CC(C5)C3)C4)n2C)n(C)c1=O	-4%	3%	-5%	-5%	3%	-15%	-1%	-7%
c1ccc(Nc2c3c(nc4ccccc24)CCC3)cc1	3%	-14%	-3%	-2%	-1%	-1%	1%	0%
CCOC(=O)N1CCN(C(=S)Nc2ccc(C)cc2)CC1	-11%	7%	4%	6%	12%	5%[10 µM]	-11%	-1%
COc1cc(C(=O)N2CCC(n3c(C)nc4cc(F)ccc43)CC2)cc(OC)c1OC	-6%	8%	-8%	3%	6%	-23%[10 µM]	5%	-9%
C=C1C(=O)O[C@H]2C1CC[C@@](C)(O)C13C=CC(C)(C21)C1(C3)C(=O)O[C@@H]2C3C(C)=CCC3[C@](C)(O)C[C@H](OC(C)=O)C21 (stereo partly specified)	?	6%	?	-3%	?	19%[10 µM]	6%	-8%
O=C(Cn1c(=O)n(CCCS(=O)(=O)C2CCCCC2)c(=O)c2ccccc21)Nc1ccccc1C(F)(F)F	4%	13%[76.3 µM]	-2%	.	.	.	.	-13%
Cc1c(O)c2c3c(cccc3c1O)C(=O)N(c1ccccc1)C2=O	?	-5%	19%	-1%	-1%	.	-1%	-4%
C/C(=N\Nc1ccc([N+](=O)[O-])cc1)c1ccc(N)cc1	6%	?	-4%	-10%	12%	17%[10 µM]	-2%	1%
O=C(Cn1nnc(-c2ccccc2F)n1)Nc1ccc(C(=O)N2CCOCC2)cc1	-17%	1%	4%	-1%	1%	5%[10 µM]	3%	-14%
O=C(NC1=C(NC2CCS(=O)(=O)C2)C(=O)c2ccccc2C1=O)c1ccccc1 (stereo unspecified)	6%	13%	-2%	-1%	9%	11%	-3%	0%
Cc1[nH]n(-c2nc(-c3ccccc3)cc(=O)[nH]2)c(=O)c1CCO	-7%	9%	-1%	.	-16%	-61%[inhibitor]	-13%	-2%
COc1cc(C)c(Br)cc1S(=O)(=O)NCCN1CCOCC1	-2%	-1%	-5%	3%	4%	?	3%	-1%
CCOc1ccc(-c2noc(CCC(=O)NC)n2)cc1OCC	-3%	1%	10%	-7%	5%	-2%	-17%	6%
CCCCC1(Cc2ccc(OC)c([N+](=O)[O-])c2)C(=O)N(c2ccccc2)N(c2ccccc2)C1=O	-5%	-7%	-8%	-16%	0%	-12%[10 µM]	-1%	-25%
CCCCNC(=O)OCCNC(=O)NC	-2%	9%	1%	1%	-13%	-14%[10 µM]	6%	6%
CCCn1nnnc1-c1cc(Cl)cc(Cl)c1	-5%	5%	-5%	-9%	5%	-4%	2%	-3%
Cc1cccc(-c2noc(CN(C3CCCCC3)S(=O)(=O)c3ccc(F)cc3)n2)c1	?	11%[76.3 µM]	-11%	.	.	.	.	?
O=C(COC(=O)c1ccc(Cl)nc1)c1ccc2c(c1)OCCO2	?	3%	1%	2%	-1%	-17%	-2%	-8%
N#C/C(=C(\O)Cc1ccccc1)c1nc2ccccc2[nH]1	-9%	10%	4%	-1%	-5%	-45%[inhibitor]	-8%	-2%
N#Cc1ccc(C(=O)Nc2ccn(-c3ccccc3)n2)cc1	?	4%	-4%	0%	?	.	7%	-6%

A second format for part of the listing above:
smiles,Tau fibril ThT,GAA glycogen mod,Tau fibril FP,aGlu spleen mod,GAA inh,HTT cytoprotect,aGal spleen mod,Tau fluor cs
CCCn1nnnc1-c1cc(Cl)cc(Cl)c1,-5%,5%,-5%,-9%,5%,-4%,2%,-3%
Cc1cccc(-c2noc(CN(C3CCCCC3)S(=O)(=O)c3ccc(F)cc3)n2)c1,?,11%[76.3 µM],-11%,.,.,.,.,?

No new results follow: an excerpt of the list.
SMILES	Tau fibril ThT	GAA glycogen mod	Tau fibril FP	aGlu spleen mod	GAA inh	HTT cytoprotect	aGal spleen mod	Tau fluor cs
O=C(Cn1nnc2ccccc21)N1CCCCC1	-11%	0%	0%	-2%	?	27%	7%	-5%
Cc1cc(Cl)ccc1NC(=S)N1CCN(Cc2ccccc2)CC1	-6%	-16%	-7%	-12%	-12%	8%[10 µM]	-10%	-12%
Cc1ccc(C(C(=O)NCCc2ccccc2)N(C(=O)c2csnn2)C2CC2)o1 (stereo unspecified)	?	0%	-4%	3%	0%	-27%[10 µM]	8%	-13%
COc1cc(/C=C2\SC(N3CCc4ccccc4C3)=NC2=O)cc(OC)c1OC	?	0%	2%	3%	-7%	18%[10 µM]	10%	-1%
Cc1noc(C)c1S(=O)(=O)N(CC(=O)O)c1ccc2c(c1)OCO2	-17%	1%	-1%	-4%	-1%	-4%	-4%	-14%
Cn1c(=O)c2c(nc(SCC(=O)NC34CC5CC(CC(C5)C3)C4)n2C)n(C)c1=O	-4%	3%	-5%	-5%	3%	-15%	-1%	-7%
c1ccc(Nc2c3c(nc4ccccc24)CCC3)cc1	3%	-14%	-3%	-2%	-1%	-1%	1%	0%

Carrying on.
SMILES	Tau fibril ThT	GAA glycogen mod	Tau fibril FP	aGlu spleen mod	GAA inh	HTT cytoprotect	aGal spleen mod	Tau fluor cs
CCN(CC)S(=O)(=O)c1ccc(NCc2ccccc2)nc1	-14%	6%	4%	-1%	-10%	-15%[0.074 µM]	1%	-10%
O=C(NCCN1CCOCC1)c1cc(-c2ccc(F)cc2)on1	-1%	7%	2%	5%	-5%	-5%	12%	-3%
COCC(C)n1c(-c2ccc3c(c2)NC(=O)CO3)csc1=Nc1ccc(OC(F)F)cc1 (stereo unspecified)	?	-14%	-8%	-7%	-7%	-14%	3%	?
COc1ccc(CNC(=O)COC(=O)[C@H](Cc2c[nH]c3ccccc23)NC(=O)c2cccs2)cc1	0%	5%	2%	4%	1%	-8%[1.9 µM]	1%	-25%
C=CCN1C(=O)C(CC(=O)O)SC1=Nc1ccc(C)cc1 (stereo unspecified)	-5%	6%	2%	-8%	-5%	?	-3%	-2%
COc1cccc(C(O)c2cnc(C(C)C)n2C)c1OC (stereo unspecified)	-3%	6%	-11%	-3%	-6%	19%[10 µM]	-5%	-2%
CSc1nc(-c2ccc(Cl)cc2)nn1C(=O)c1ccco1	-18%	-17%	4%	8%	0%	-1%	9%	-7%
CCCSc1nsc(SCCC)c1C(N)=O	-3%	5%	2%	2%	4%	-9%	1%	-2%
O=C(Nc1cccc(Cl)c1)c1ccc(F)c(S(=O)(=O)NCc2cccs2)c1	-4%	-9%	?	5%	-6%	28%[10 µM]	2%	?
COc1ccccc1NS(=O)(=O)c1cccc(C(=O)N/N=C(\C)c2ccc(-n3ccnc3)cc2)c1	?	-14%	-2%	0%	-1%	-14%	2%	-26%
O=C(CCCCn1c(=O)c2ccccc2n(CC(=O)NC2CCCC2)c1=O)NCc1ccco1	-9%	0%	-4%	-2%	-3%	-16%	-4%	-1%
Cc1ccc(NC(=O)C2CCCN(S(=O)(=O)c3c(C)nn(C)c3C)C2)c(C)c1 (stereo unspecified)	0%	4%[76.3 µM]	-4%	.	.	.	.	-3%
CCN(CC)c1ccc(CNc2nc3ccccc3n2CCN2CCOCC2)cc1	-12%	6%	7%	-6%	3%	-27%	-1%	-17%
Cc1cc(N2CCN(C)CC2)nc(=S)[nH]1	5%	-9%	-1%	-18%	1%	13%[10 µM]	-4%	7%
Cn1c(O)c(N=NC(=O)c2ccccc2O)c2ccccc21	13µM*	-10%	8%	-14%	-5%	-27%[10 µM]	-4%	-11%
COc1cc(C2CC(=O)N(c3ccc(C)c(Cl)c3)C3=C2C(=O)OC3)cc(OC)c1OC (stereo unspecified)	-9%	-1%[76.3 µM]	-1%	.	.	.	.	-12%
CC(C)c1ccc(NC(=O)C2CCCN(S(=O)(=O)c3ccc(Br)s3)C2)cc1 (stereo unspecified)	-10%	4%[76.3 µM]	?	.	.	.	.	-29%
CCSC1=N/C(=C\c2ccc(OC)cc2)C(=O)N1	2%	1%	-2%	2%	-6%	17%[0.074 µM]	9%	-4%
Cc1snc(SCC(=O)c2ccc(Cl)cc2)c1C#N	?	-10%	?	2%	-1%	-19%	2%	?
CCNC(=S)N1CCN(CCN2C(=O)c3cccc4cccc(c34)C2=O)CC1	-4%	2%	6%	-5%	5%	6%	-11%	-8%
Cc1cc(NC(=O)c2ccccc2)ncc1NC(=O)c1ccco1	-15%	-7%	6%	-2%	6%	-23%[10 µM]	1%	-8%
O=C(c1ccccc1)c1c[nH]cc1-c1ccccc1	4%	2%	-8%	4%	-1%	15%[10 µM]	-1%	0%

Screens deposited in PubChem by National Center for Advancing Translational Sciences (NCATS).
